Source: PubChem (several laboratories)
AHR activator – human AHR activation | P35869 | AHR-responsive luciferase reporter cells, luminescence | activation, % at 5 µM | 2.5% of 320,000 active | AID 2796; in the data active = activation above about 47%;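 also: 0% = vehicle wells and 100% = reference agonist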
Target sequence (P35869 whole entry, looked up): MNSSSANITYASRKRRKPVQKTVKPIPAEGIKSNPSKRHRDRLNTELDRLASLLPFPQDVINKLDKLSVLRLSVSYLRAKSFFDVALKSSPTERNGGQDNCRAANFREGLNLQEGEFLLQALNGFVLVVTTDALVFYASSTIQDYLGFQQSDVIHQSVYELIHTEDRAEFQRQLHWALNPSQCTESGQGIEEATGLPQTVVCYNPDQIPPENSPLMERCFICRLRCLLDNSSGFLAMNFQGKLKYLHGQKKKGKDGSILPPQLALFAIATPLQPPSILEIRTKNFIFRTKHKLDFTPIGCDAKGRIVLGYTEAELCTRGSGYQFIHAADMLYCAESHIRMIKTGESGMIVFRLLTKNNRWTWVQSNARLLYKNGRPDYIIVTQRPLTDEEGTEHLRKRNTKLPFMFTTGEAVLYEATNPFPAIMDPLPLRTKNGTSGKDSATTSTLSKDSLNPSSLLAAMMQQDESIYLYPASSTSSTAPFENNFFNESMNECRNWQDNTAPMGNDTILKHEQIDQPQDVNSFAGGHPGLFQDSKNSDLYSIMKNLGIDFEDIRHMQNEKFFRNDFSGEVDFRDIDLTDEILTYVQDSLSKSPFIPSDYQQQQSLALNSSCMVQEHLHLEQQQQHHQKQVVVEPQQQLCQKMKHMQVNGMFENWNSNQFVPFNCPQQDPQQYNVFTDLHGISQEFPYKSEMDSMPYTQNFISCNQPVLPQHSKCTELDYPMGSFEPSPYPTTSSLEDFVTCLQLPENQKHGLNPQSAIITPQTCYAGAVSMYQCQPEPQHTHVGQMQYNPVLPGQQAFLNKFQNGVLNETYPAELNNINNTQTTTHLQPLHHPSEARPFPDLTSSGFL
MEP2 TOR yeast – alters MEP2-GFP fluorescence in TOR pathway yeast screen. S. cerevisiae MEP2-GFP strain, flow cytometry GFP, 3 h; 100% = DMSO control level. GFP response vs DMSO, % at 10 µM. 0.51% of 330,000 active;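 active = GFP response versus DMSO above a set limit, roughly screen mean plus 3 SD, cut at about 180% in these data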;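 also: median GFP fluorescence of the barcode-gated MEP2-GFP cells per well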
RPL19A TOR yeast – modulators of TOR pathway RPL19A-GFP in S. cerevisiae | percent response vs DMSO, % at 10 µM | 0.3% of 330,000 active | S. cerevisiae RPL19A-GFP strain, flow cytometry, 3 h; hits give low values;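 active = percent response vs DMSO below 50%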;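 also: median channel GFP fluorescence of the barcoded RPL19A-GFP strain; ratio of sample median GFP to plate DMSO average so 100% = DMSO; lower means less RPL19A-GFP as with rapamycin TOR inhibition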
CR mimetic SO – lowers age-related superoxide in aged yeast cells. 0.18% of 330,000 active. S. cerevisiae aged cells, superoxide DHE fluorescence; hits give low values. AID 2690. superoxide response (% of plate mean), % at 10 µM;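 active = superoxide response under a set limit, about three screen SD below normal, cut at about 65% in these data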;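 also: yeast aged for seven days with compound at 30 °C before DHE staining; 100% = average MFI of all compound-treated wells on the plate with controls excluded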
LAP4 TOR yeast – modulators of TOR pathway LAP4-GFP in S. cerevisiae; S. cerevisiae LAP4-GFP multiplex, flow cytometry GFP, 3 h; median GFP as percent of DMSO wells; GFP response vs DMSO, % at 10 µM; 0.34% of 320,000 active;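 active = GFP response vs DMSO above a set limit, about the screen mean plus 3 SD, cut at about 150% in these data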
CIT2 TOR yeast – yeast TOR pathway CIT2-GFP modulation; S. cerevisiae CIT2-GFP strain, flow cytometry, 3 h; 100 means same as DMSO wells; AID 2029; GFP response vs DMSO, % at 10 µM; 0.065% of 320,000 active;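 active = GFP response relative to DMSO above a set limit, near the screen mean plus 3 SD, cut at about 150% in these data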;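 also: ratio of well median GFP fluorescence to mean of DMSO wells on the plate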
AGP1 TOR yeast – modulators of TOR pathway AGP1-GFP in S. cerevisiae. GFP response vs DMSO, % at 10 µM. S. cerevisiae AGP1-GFP multiplex flow cytometry, 3 h; GFP as percent of DMSO wells. 0.02% of 320,000 active;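 active = GFP response relative to DMSO above a set limit, near screen average plus 3 SD, cut at about 150% in these data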;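 also: median GFP channel fluorescence of the gated AGP1 strain per well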
Efflux pump inh – antifungal efflux pump inhibition, Nile Red retention | S. cerevisiae Candida pump triplex | 0.44% of 330,000 active | AID 485275 | inhibition, % at 10 µM;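 active = plate passing quality check with inhibition over a set limit, or well fluorescence over plate mean plus 4 SD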;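 also: Nile Red retained in pooled yeast measured as flow cytometry median fluorescence; 0% = buffer negative control and 100% = Enniatin B positive control; higher means more Nile Red kept so more efflux inhibition; some compounds called inactive have numbers as strong as hits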
Numbers without * were called inactive; nt = no result given.

1: CC1(C)N([O-])C(c2cccs2)=C[N+]1=O
2: Cc1ccc(C(=O)NC2CCN(S(=O)(=O)c3ccccc3)CC2)cc1
3: COc1cccc(NC(=O)CN2C(=O)C3(OCCCO3)c3ccccc32)c1
4: CCCC[C@@H]1CNCCN1CCc1cccc2ccccc12
5: COc1cc(/C=C/C(=O)N2CCN(C(=O)/C=C/c3cc(OC)c(OC)c(OC)c3)CC2)cc(OC)c1OC
6: O=[N+]([O-])c1cc(/C=N/N2CCN(Cc3ccccc3)CC2)ccc1Cl
7: Cc1ccsc1/C=C(\C#N)C(=O)NCc1cccnc1
8: Cc1ccc(N=C(NOC(=O)c2ccccc2)c2nonc2N)c(C)c1

Assay by compound	1	2	3	4	5	6	7	8
AHR activator	-3	-5	-1	1	3	-2	32	3
MEP2 TOR yeast	103	100	99	83	102	93	96	96
RPL19A TOR yeast	98	105	nt	94	90	90	100	99
CR mimetic SO	110	97	87	93	102	95	89	90
LAP4 TOR yeast	104	107	92	121	93	80	89	108
CIT2 TOR yeast	95	101	104	88	105	nt	102	101
AGP1 TOR yeast	103	110	101	83	85	87	100	105
Efflux pump inh	0.0	-0.1	-0.8	-0.1	-0.5	-0.4	0.0	0.0

9: Cc1[nH]c2ccc(C(=O)N3CCN(c4ccc(F)cc4)CC3)cc2c1C
10: COCCN(CC(=O)NCc1ccc2c(c1)OCO2)C(=O)CCC(=O)Nc1nccs1
11: O=C(NCC1CCCN(Cc2ccc3nonc3c2)C1)c1ccc(F)cc1 (stereo not drawn)
12: CN(C)CC(O)COc1ccc(C(C)(C)c2ccc(OCC(O)CN(C)C)cc2)cc1 (stereo not drawn)
13: N#CCc1nn(-c2ccccc2)c(N)c1C#N
14: Cn1cc(CN2CCC(n3nccc3NC(=O)CCCc3ccccc3)CC2)cn1
15: O=C(C[n+]1cccc(O)c1)Nc1ccc(Br)cc1
16: O=C(Nc1ccccc1F)N(CCCN1CCOCC1)Cc1cc2cc3c(cc2[nH]c1=O)OCCO3

Assay by compound	9	10	11	12	13	14	15	16
AHR activator	3	0	5	-1	4	4	4	5
MEP2 TOR yeast	112	98	107	94	102	97	94	106
RPL19A TOR yeast	101	95	103	99	101	93	94	101
CR mimetic SO	102	93	98	105	99	93	98	94
LAP4 TOR yeast	103	90	96	90	98	105	93	95
CIT2 TOR yeast	107	100	99	79	97	97	82	102
AGP1 TOR yeast	105	102	104	96	100	107	92	98
Efflux pump inh	0.1	-0.1	0.1	0.0	-0.1	0.1	0.2	0.1

Single values from the entries so far:
Result of Cn1cc(CN2CCC(n3nccc3NC(=O)CCCc3ccccc3)CC2)cn1 under MEP2 TOR yeast: 97
Result of CN(C)CC(O)COc1ccc(C(C)(C)c2ccc(OCC(O)CN(C)C)cc2)cc1 (stereo not drawn) under LAP4 TOR yeast: 90
Result of N#CCc1nn(-c2ccccc2)c(N)c1C#N under AHR activator: 4
Result of O=C(C[n+]1cccc(O)c1)Nc1ccc(Br)cc1 under CIT2 TOR yeast: 82
Result of O=C(Nc1ccccc1F)N(CCCN1CCOCC1)Cc1cc2cc3c(cc2[nH]c1=O)OCCO3 under LAP4 TOR yeast: 95
Result of Cc1[nH]c2ccc(C(=O)N3CCN(c4ccc(F)cc4)CC3)cc2c1C under CR mimetic SO: 102

Further records follow:
17: COc1ccc(-c2nc3cc(C)ccn3c2NCC2CCCO2)cc1OC (stereo not drawn)
18: O=C(/C=C/c1ccccc1[N+](=O)[O-])NCc1ccccc1Cl
19: Cc1ccc(SC(C)C(=O)Nc2cccc(N(C)S(C)(=O)=O)c2)cc1 (stereo not drawn)
20: CCCCn1c(N)c(N(CC)C(=O)c2ccccc2C(F)(F)F)c(=O)[nH]c1=O
21: O=C(Nc1cccc(F)c1)C1CCN(S(=O)(=O)c2cnc[nH]2)CC1
22: S=C(Nc1ccc2[nH]ccc2c1)NC1CCCCC1
23: CC(C)=CCc1c(-c2ccc(O)cc2O)oc2cc3c(c(O)c2c1=O)C=CC(C)(C)O3
24: CCc1sc(C(=O)Nc2ccsc2C(=O)OC)cc1Br

Assay by compound	17	18	19	20	21	22	23	24
AHR activator	14	12	-2	0	1	4	6	4
MEP2 TOR yeast	105	103	104	112	105	102	120	96
RPL19A TOR yeast	103	107	97	108	100	98	97	nt
CR mimetic SO	103	64*	112	98	87	112	111	102
LAP4 TOR yeast	109	100	98	102	95	115	108	96
CIT2 TOR yeast	95	109	100	112	100	103	93	98
AGP1 TOR yeast	102	102	97	107	99	104	107	93
Efflux pump inh	0.0	0.0	0.2	-0.1	0.1	0.0	0.6	0.9

25: CCCc1[nH]nc2c1C(c1c(C)nn(-c3ccccc3)c1Cl)C(C#N)=C(N)O2 (stereo not drawn)
26: O=C(COC(=O)[C@@H]1CCCN1S(=O)(=O)c1ccccc1F)c1ccccc1
27: CCCCN1C(=O)CN(CCc2ccccc2)C(=O)C1c1ccc(OC)cc1 (stereo not drawn)
28: CCN(C[C@H]1N[C@@](C)(C(=O)OC)[C@H]2C(=O)N(C)C(=O)[C@@H]12)C(=O)Nc1ccc(C)cc1
29: Cc1ccc(SCC(=O)OCC(=O)NC(C)c2ccc(F)cc2)cc1 (stereo not drawn)
30: Fc1ccc(/C=N/NC(=S)Nc2ccc(Cl)cc2Cl)cc1
31: O=C(CC1(c2ccc(Cl)cc2)C2CC3CC(C2)CC1C3)NCCO (stereo not drawn)
32: Cc1ccc(C(=O)COC(=O)CNC(=O)C(c2ccccc2)c2ccccc2)cc1[N+](=O)[O-]

Assay by compound	25	26	27	28	29	30	31	32
AHR activator	0	1	5	1	7	84*	0	2
MEP2 TOR yeast	98	103	107	87	109	100	102	105
RPL19A TOR yeast	99	98	96	95	102	98	103	100
CR mimetic SO	105	100	75	78	89	102	105	95
LAP4 TOR yeast	98	114	97	90	107	92	95	94
CIT2 TOR yeast	108	107	100	99	104	92	97	101
AGP1 TOR yeast	94	103	96	94	103	103	96	102
Efflux pump inh	0.0	0.0	0.8	-0.3	0.1	-0.1	-0.1	0.0

33: CC(=O)c1sc(N/N=C\c2ccccc2O)nc1C
34: Cc1ccc(S(=O)(=O)NCc2ccccn2)c(C)c1C
35: CCCc1nnc(SCC(=O)NC2CCCC2)n1CCOC
36: CCCC1S/C(=N/N=C/c2cccs2)NC1=O (stereo not drawn)
37: Cc1cc(-c2n[nH]c(=S)n2/N=C/c2ccc(Cl)c([N+](=O)[O-])c2)n[nH]1
38: Cc1ccc(NC(=O)CN(C)C(C)C(=O)Nc2ccc(S(=O)(=O)N3CCCC3)cc2)cc1 (stereo not drawn)
39: CCOc1cc(N2CCOCC2)c(OCC)cc1NC(=O)CN1C(=O)NC2(CCc3ccccc32)C1=O (stereo not drawn)
40: Cc1cccc(NC(=O)CSc2nc3c(oc4ccccc43)c(=O)n2-c2ccccc2)c1

Assay by compound	33	34	35	36	37	38	39	40
AHR activator	10	1	3	15	7	4	2	7
MEP2 TOR yeast	98	100	102	95	103	96	87	111
RPL19A TOR yeast	95	100	111	97	108	97	93	114
CR mimetic SO	100	110	92	114	115	91	90	99
LAP4 TOR yeast	98	106	105	90	101	104	90	108
CIT2 TOR yeast	96	96	113	100	107	102	101	110
AGP1 TOR yeast	100	101	115	93	107	108	94	110
Efflux pump inh	0.0	0.1	-0.2	0.1	-0.3	0.1	-0.2	-0.1

41: Cc1ccc2[nH]cc(CCNC(=O)C3CCCO3)c2c1 (stereo not drawn)
42: CCCCC(CC)CNS(=O)(=O)c1ccc2c(c1)CCN2C(=O)CCC(=O)O (stereo not drawn)
43: CC[C@@H](NS(=O)(=O)c1ccc(C)cc1)C(=O)Oc1ccc2c3c(c(=O)oc2c1)CCC3
44: COc1ccc2nc(/C=N/NC(=O)[C@H](CCSC)NC(=O)OC(C)(C)C)ccc2c1
45: O=c1[nH]c(=O)n(-c2ccc(F)cc2)c2c1C(C(F)(F)F)(C(F)(F)F)N=C(c1ccc(F)cc1)N2
46: COc1cc(NC(=O)Cc2ccc(Cl)cc2)ccc1NC(=O)c1ccco1
47: CCCCc1cc(=O)oc2cc(OCC(=O)N3CCc4ccccc43)ccc12
48: C=CCn1c(=O)c2ccccc2n2c(SCC(=O)Nc3cc(C)on3)nnc12

Assay by compound	41	42	43	44	45	46	47	48
AHR activator	-1	0	-4	26	0	7	2	1
MEP2 TOR yeast	104	106	86	120	104	104	90	105
RPL19A TOR yeast	100	104	99	100	107	98	97	104
CR mimetic SO	94	91	90	110	112	104	95	97
LAP4 TOR yeast	97	105	89	95	99	99	98	103
CIT2 TOR yeast	100	106	92	108	102	94	98	99
AGP1 TOR yeast	98	108	106	94	95	102	96	106
Efflux pump inh	-0.2	0.3	0.1	-0.3	0.1	0.0	0.2	0.1

49: O=C(NCC1CCCO1)c1ccc(NC(=O)C2C3C=CC(C3)C2C(=O)O)cc1 (stereo not drawn)
50: CC(=O)N1c2ccc(S(=O)(=O)N3c4ccccc4CC3C)cc2CC1C (stereo not drawn)
51: COc1ccc(C2CN=NC23CCc2ccccc2C3=O)cc1 (stereo not drawn)
52: Clc1cccc(Cl)c1CNC1CCCC1
53: CCN(CC(=O)NCc1ccc(F)cc1)C(=O)CCNS(=O)(=O)c1cccc(C)c1
54: O=C(N/N=C/c1ccc(Br)s1)c1ccccc1[N+](=O)[O-]
55: O=C(CCCCCNc1nc(=S)[nH]c2ccccc12)N1CCN(c2ccccn2)CC1
56: O=C(NCc1cccc(Cl)c1)C1=CC=CN2CCS(=O)(=O)N=C12

Assay by compound	49	50	51	52	53	54	55	56
AHR activator	-2	0	3	-1	3	0	4	1
MEP2 TOR yeast	113	96	102	100	89	96	98	98
RPL19A TOR yeast	110	100	101	98	89	95	97	98
CR mimetic SO	91	102	90	100	105	95	73	82
LAP4 TOR yeast	124	98	117	94	97	90	98	103
CIT2 TOR yeast	109	97	94	94	91	103	103	94
AGP1 TOR yeast	113	105	106	99	99	100	107	100
Efflux pump inh	0.1	-0.1	0.2	0.1	0.1	0.0	-0.9	-0.1

57: COc1cc(/C=N/NC(=O)c2ccc(CSc3nc4ccccc4[nH]3)cc2)ccc1O
58: CCCCN(Cc1nc2ccccc2c(=O)[nH]1)C(=O)CN1C(=O)NC2(CCCCC2)C1=O
59: Cc1cc(C)c2oc(-c3cccc(NC(=O)c4ccc(F)cc4)c3)nc2c1
60: O=C(Nc1ccccc1C(=O)N1CCCC1)c1ccc(Cl)c([N+](=O)[O-])c1
61: Cc1ccnn2cc3c(=O)n(C)c(=O)n(C)c3c12
62: CCOCCCN(C)C1CCN(C(=O)c2oc3ccccc3c2NC(=O)c2ccc([N+](=O)[O-])cc2)CC1
63: N#C/C(=C/c1ccccc1)C(=O)NCc1ccccc1
64: C=C1C(C(=O)Nc2ccc(F)cc2)C1C(=O)Nc1ccc(F)cc1 (stereo not drawn)
65: Cc1c(-c2ccc(Cl)cc2)oc(=O)c2c(N)n(-c3ccccc3)nc12
66: COc1ccc(CN2CCC(=O)N([C@H](CO)c3ccccc3)CC2)cc1OC

Assay by compound	57	58	59	60	61	62	63	64	65	66
AHR activator	9	6	1	3	11	-5	-2	0	-2	0
MEP2 TOR yeast	98	95	118	108	112	105	97	102	134	95
RPL19A TOR yeast	99	96	103	104	78	105	91	104	100	98
CR mimetic SO	107	117	86	93	72	127	88	110	105	106
LAP4 TOR yeast	81	94	100	90	108	115	102	87	109	105
CIT2 TOR yeast	nt	105	105	102	87	107	96	106	100	66
AGP1 TOR yeast	98	99	109	103	81	108	89	96	106	79
Efflux pump inh	0.1	0.2	0.0	0.0	-0.1	0.1	-0.1	-0.1	-0.1	-0.1

Shown with values under each structure: part of the list above
Results follow in this order: AHR activator	MEP2 TOR yeast	RPL19A TOR yeast	CR mimetic SO	LAP4 TOR yeast	CIT2 TOR yeast	AGP1 TOR yeast	Efflux pump inh
42: CCCCC(CC)CNS(=O)(=O)c1ccc2c(c1)CCN2C(=O)CCC(=O)O (stereo not drawn)
 : 0	106	104	91	105	106	108	0.3
43: CC[C@@H](NS(=O)(=O)c1ccc(C)cc1)C(=O)Oc1ccc2c3c(c(=O)oc2c1)CCC3
 : -4	86	99	90	89	92	106	0.1
